High-throughput results: PubChem BioAssay, The Scripps Research Institute Molecular Screening Center
M1 ag: activates human CHRM1 receptor | P11229 | CHO-K1 hM1, Fluo-8 calcium fluorescence, agonist mode; 0% DMSO, 100% acetylcholine EC100 | activation, % at 3 µM | actives 0.33% (n = 360,000);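 active = activation above the run's mean compound activation plus 3 SD, cut at about 16% in these data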;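 also: peak over basal fluorescence ratio within a 140 s kinetic read after compound addition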
CHO-K1 Ca PAM: counter-screen for M1 PAMs: effect in parental CHO-K1 cells | ATP EC20, Fluo-8 calcium fluorescence; 0% at ATP EC20, 100% at ATP max | activation, % at 3 µM | actives 0.02% (n = 360,000) | AID 602247;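 active = activation above the run cutoff, the mean activation of all test compounds plus 3 SD, cut at about 40% in these data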;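 also: peak over basal fluorescence ratio in a 140 s read after ATP addition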
V1R ag counter: counter-screen for oxytocin receptor agonists: human V1a receptor agonists | P37288 | CHO-V1R cells, Fluo-8 calcium fluorescence, agonist mode; 0% DMSO, 100% 3 nM vasopressin | activation, % at 3 µM | actives 0.25% (n = 320,000);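 active = activation above the mean activation of all tested compounds plus 3 SD, per screening run, cut at about 20% in these data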;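 also: signal is peak over basal fluorescence ratio across a 100 second FLIPR read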
Target sequence (P37288 whole entry, looked up): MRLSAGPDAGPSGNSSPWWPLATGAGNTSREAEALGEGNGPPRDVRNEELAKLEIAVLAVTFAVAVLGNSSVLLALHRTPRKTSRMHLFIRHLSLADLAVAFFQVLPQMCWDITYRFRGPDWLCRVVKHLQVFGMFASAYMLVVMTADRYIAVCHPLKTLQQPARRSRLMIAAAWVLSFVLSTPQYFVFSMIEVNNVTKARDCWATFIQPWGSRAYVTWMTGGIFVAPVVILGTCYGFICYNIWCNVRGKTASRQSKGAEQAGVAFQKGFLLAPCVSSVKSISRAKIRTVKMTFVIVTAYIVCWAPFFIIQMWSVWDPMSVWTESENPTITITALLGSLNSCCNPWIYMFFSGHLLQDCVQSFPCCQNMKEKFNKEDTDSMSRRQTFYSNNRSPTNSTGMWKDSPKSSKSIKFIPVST
TAAR1 ag: human TAAR1 agonism | Q96RJ0 | CHO RD-HGA16 TAAR1, Fluo-8 calcium fluorescence; vehicle wells 0%, saturating PEA agonist 100% | activation, % at 3 µM | actives 0.99% (n = 360,000) | AID 624467;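 active = activation above the mean activation of all test compounds in the run plus 3 SD, cut at about 38% in these data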
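test system = CHO RD-HGA16 cells carrying human TAAR1 plus Gα16 | schedule = 17-24 h seeding, 75 min 37 °C dye, 30 min RT | compound dosing = 3 µM single concentration | control set = DMSO and PEA EC100 | replicates = n 1 | signal = Fluo-8 fluorescence, 5 s baseline then 140 s kinetic read | measure = percent activation vs PEA EC100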
TAAR1 antagonist: antagonists of human TAAR1. Q96RJ0. CHO RD-HGA16 TAAR1, Fluo-8 calcium fluorescence, antagonist. inhibition, % at 3 µM. actives 1.5% (n = 360,000);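 active = inhibition above a per-plate cutoff, the mean inhibition of test compounds on that plate plus 3 SD, cut at about 49% in these data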;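 also: 0% = DMSO plus EC80 beta-PEA response and 100% = DMSO alone without agonist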
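Test system – hTAAR1-expressing CHO RD-HGA16 cells, Gα16-coupled · Reagent – β-PEA at EC80 concentration, post-compound challenge · Compound dosing – 3 µM, single point · Timing – 140 s kinetic read after compound, 140 s after agonist · Detection – Fluo-8 intracellular calcium dye fluorescence, real-time kinetic reads · Control set – DMSO and EC80 PEA controls · Repeats – n of 1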
M1 ag parental: M1 agonist counterscreen hit in parental CHO-K1 cells | Fluo-8 calcium fluorescence; scaled to maximal ATP response, vehicle zero | activation, % at 3 µM | actives 0.48% (n = 360,000); in the data active = activation above about 15%;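 also: untransfected CHO-K1 host cells lacking M1 receptor as counterscreen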
OXTR potentiate: human OXTR potentiation; activation, % at 3 µM; P30559; CHO-OTR cells, Fluo-8 calcium fluorescence, potentiator mode; 0% = oxytocin EC15, 100% = EC100; AID 2445; actives 0.061% (n = 320,000);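 active = activation above that plate's cutoff, the mean activation of tested compounds plus 3 SD, cut at about 6.6% in these data, passing the limit was not always enough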;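 also: 100% uses oxytocin at 75 nM as the full agonist control; some results filed as inactive read as strong as hits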
Target sequence (P30559 whole entry, looked up): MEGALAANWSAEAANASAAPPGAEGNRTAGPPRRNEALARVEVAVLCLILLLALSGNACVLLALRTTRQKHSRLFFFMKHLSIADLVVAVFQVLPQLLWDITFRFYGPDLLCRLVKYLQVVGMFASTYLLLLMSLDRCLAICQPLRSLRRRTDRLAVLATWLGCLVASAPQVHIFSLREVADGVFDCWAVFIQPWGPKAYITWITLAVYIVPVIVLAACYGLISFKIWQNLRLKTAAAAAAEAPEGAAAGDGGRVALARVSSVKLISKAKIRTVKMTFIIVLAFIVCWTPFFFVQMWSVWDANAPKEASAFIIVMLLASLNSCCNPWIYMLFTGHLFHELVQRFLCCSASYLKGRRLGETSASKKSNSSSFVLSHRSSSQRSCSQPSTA
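Dosing: Single dose, 3.0 µM nominal final compound concentration | Material: Human OTR in CHO cells | Technique: Kinetic Fluo-8 calcium fluorescence | Benchmarks: EC15 oxytocin alone as 0%, 75 nM oxytocin as 100% | Probe or stimulus: Oxytocin at about EC15, sub-maximal agonist stimulus | Incubation: Compound 6 min at room temperature before oxytocin, 100 s read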
CHO parental Ca: counter-screen: ATP calcium response change in parental CHO cells; inhibition, % at 5.6 µM; parental CHO-K1, ATP-induced calcium, Fluo-8 fluorescence; actives 0.63% (n = 330,000); AID 463079;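 active = inhibition above that plate's mean sample inhibition plus 3 SD, cut at about 26% in these data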;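 also: 0% = ATP-challenged DMSO wells and 100% = DMSO wells without ATP; some compounds past the cut are filed as inactive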
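Test system: untransfected parental CHO cell line; also added: ATP stimulus; dosing: 5.6 µM, single dose; signal: calcium-sensitive Fluo-8 fluorescence; measure: percent inhibition of ATP-evoked calcium rise, normalized to controls; benchmarks: low control ATP plus DMSO, high control DMSO only; replication: one well per compound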
CHO-K1 Ca antag: M1 antagonist counterscreen hit in parental CHO-K1 cells; ATP-induced calcium, Fluo-8 fluorescence; inhibition, % at 3 µM; actives 0.6% (n = 360,000); AID 602250;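 active = inhibition above a per-plate cutoff, the plate's mean sample inhibition plus 3 SD, cut at about 24% in these data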;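 also: 0% = DMSO plus EC80 ATP and 100% = DMSO alone without ATP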
An asterisk follows results filed as active; . = not tested or not shown.

SMILES	M1 ag	CHO-K1 Ca PAM	V1R ag counter	TAAR1 ag	TAAR1 antagonist	M1 ag parental	OXTR potentiate	CHO parental Ca	CHO-K1 Ca antag
CN1/C(=C\C=N\NC(=O)c2cccnc2)C(C)(C)c2ccccc21	0	-1	-0.8	6	1	0.5	-5	-1	-1
O=C(CN1C(=O)c2ccccc2S1(=O)=O)NC(Nc1ccccc1F)C(Cl)(Cl)Cl (configuration not stated)	11	8	3.2	6	-3	2.8	-13	-14	-6
COc1ccc(-c2n[nH]c(=S)n2Cc2ccco2)cc1	-7	27	-0.9	13	-6	1.2	-3	-7	-8
C=CCn1c(C)cc(C(=O)COC(=O)[C@@H](NC(=O)c2ccccc2Cl)C(C)C)c1C	-12	26	-0.5	7	3	3.6	-8	-18	0
Nc1c(-c2ccccc2)cnn1-c1cccc([N+](=O)[O-])c1	-7	2	-0.5	1	6	1.6	2	-13	-2
COC(=O)[C@@H]1[C@@H](C#N)C2(c3ccccc3-c3ccccc32)N(c2ccc(Cl)cc2)N1C#N	-5	14	-1.1	3	50*	-0.2	1	-10	5
COc1cccc(CNC(=O)COC(=O)c2cccc(S(=O)(=O)N3CCN(C(C)=O)CC3)c2)c1	-1	1	-0.4	8	7	0.0	-3	-8	-13
CN1CCN(S(=O)(=O)c2ccc(Br)c3ccccc23)CC1	2	9	-0.3	6	-23	0.2	-3	-8	1
CC(C)c1nnc(N2C(=O)c3oc4ccccc4c(=O)c3C2c2ccco2)s1 (configuration not stated)	-2	16	-0.4	26	8	-0.1	-10	-20	-2
O=C(O)c1nsc(Cl)c1Cl	-2	21	0.1	3	-9	1.1	-4	-15	-10
Cc1ccc(C)c(NC(=S)NC2CC3CCC(C2)N3Cc2ccco2)c1 (configuration not stated)	-5	10	1.9	4	-1	1.4	-3	-13	-15
CN(C)CCCNc1oc(-c2ccc(Cl)cc2)nc1S(=O)(=O)c1ccccc1	-4	-6	5.5	12	-11	1.5	-7	-6	-7
CC(C)(C)c1ccc(CSc2nnc(-c3ccccn3)n2Cc2ccco2)cc1	-5	22	1.4	21	33	0.2	-11	14	-13
CC(=O)N1CCc2cc(S(=O)(=O)NC(C)c3ccccc3)ccc21 (configuration not stated)	2	-1	8.8	4	5	7.7	-14	0	1
COC(=O)c1cccc(NC(=O)c2nn(C(C)C)c(=O)c3ccccc23)c1	-3	-6	-1.4	13	8	0.8	-2	-17	3
O=C1COc2ccc(C(=O)COc3ccc(Cl)cc3Br)cc2N1	-4	-1	0.0	5	19	0.5	-10	-9	6
COc1ccc(NC(=O)CNc2cccc(C#N)c2)cc1Cl	2	18	3.1	5	7	2.7	-12	1	-1
Cc1ccc(NC(=O)C2CCC(N3C(=O)C4CCCCC4C3=O)CC2)cc1 (configuration not stated)	-4	21	4.4	0	-1	3.1	-6	-23	-22
S=C(NCCc1c[nH]c2ccccc12)NC1CCCC1	-7	14	2.9	5	0	0.4	-9	-8	-9
CSc1ccccc1NC(=O)CSc1nnc(CNC(=O)c2ccccc2F)n1C	-2	5	0.0	-2	-1	1.0	-3	3	-10

Brought forward from above: 2 compounds, then new ones.
SMILES	M1 ag	CHO-K1 Ca PAM	V1R ag counter	TAAR1 ag	TAAR1 antagonist	M1 ag parental	OXTR potentiate	CHO parental Ca	CHO-K1 Ca antag
S=C(NCCc1c[nH]c2ccccc12)NC1CCCC1	-7	14	2.9	5	0	0.4	-9	-8	-9
CSc1ccccc1NC(=O)CSc1nnc(CNC(=O)c2ccccc2F)n1C	-2	5	0.0	-2	-1	1.0	-3	3	-10
CCCCOCCCNC(=O)CN1C(=O)c2ccccc2C1=O	0	13	0.3	7	-8	-0.2	-7	-18	-13
CC(C)CC(C(=O)Nc1oc(-c2ccco2)c(-c2ccco2)c1C#N)N1C(=O)c2ccccc2C1=O (configuration not stated)	-1	17	0.8	5	11	0.2	-4	-10	-6
O=C(NCc1cccs1)C1CC(c2ccc(F)cc2)=NO1 (configuration not stated)	-6	26	0.3	4	7	1.7	-4	-17	-14
CC(C)=CCn1c2ccc(NC(=O)Nc3ccc(N(C)C)cc3)cc2c(=O)n1C	-5	0	.	1	-9	0.5	.	.	-10
CC(=O)c1cccc(S(=O)(=O)Nc2c(C)nn(C)c2C)c1	0	8	0.1	6	-17	0.9	0	-11	-14
COCCC(=O)Nc1ccc2c(c1)CN(C(=O)CCOC)CC2	-1	14	0.1	3	2	-0.4	-3	3	-10
Cc1cccc(OCC(=O)Nc2cccc(O)c2)c1	-2	18	1.3	4	19	3.9	-3	-2	-8
Cc1ccc(N(C)C2=NC(=O)CS2)cc1Cl	2	12	-0.3	1	-13	1.2	-6	-7	1
CCCCCn1c(CNC(=O)CCC)nc2ccccc21	-10	17	-0.3	-1	-14	0.2	-2	-10	-13
C[C@H](CO)N1C[C@H](C)[C@@H](CN(C)C(=O)Nc2ccc(C(F)(F)F)cc2)Oc2c(NC(=O)c3ccncc3)cccc2C1=O	-2	-8	0.8	1	-6	-0.1	1	-12	-13
COc1cccc(-c2ccc(NC(=O)C3CCCN(CCCn4cccn4)C3)cc2)c1 (configuration not stated)	-2	5	12	10	9	7.3	-7	-9	-4
CCN(CC)CCOC(c1ccccc1)c1ccc(C)cc1 (configuration not stated)	-7	19	1.2	13	-4	1.1	-2	-5	1
C[C@@H]1CN([C@@H](C)CO)C(=O)c2cc(C#Cc3cccc(F)c3)cnc2O[C@H]1CN(C)C(=O)C1CCCCC1	-1	24	.	0	-15	0.2	.	.	-17
O=C(Nc1cc(C(F)(F)F)ccc1N1CCOCC1)c1n[nH]c(=O)c2ccccc12	-1	25	0.6	1	3	0.8	0	-19	-16
COc1ccc(C2CC(c3cccs3)=NN2C(=O)CCC(=O)O)cc1 (configuration not stated)	-3	2	1.6	6	-24	0.8	-8	-5	-7
O=S(=O)(Nc1nc2ccccc2nc1Nc1cccc(S(=O)(=O)N2CCCCC2)c1)c1ccccc1	-3	0	11	3	33	1.9	-18	26	-4
COc1ccccc1NC(=S)N1CCN(Cc2ccc3c(c2)OCO3)CC1	-5	22	1.1	7	-8	1.0	0	-9	-5
Cc1cc(C)cc(Oc2nc3c(C)cccn3c(=O)c2/C=C(\C#N)C(=O)NC2CCS(=O)(=O)C2)c1 (configuration not stated)	-5	9	0.2	0	3	1.8	-4	-11	-4
Cc1noc(C)c1CSCC(=O)Nc1nc2ccccc2s1	-1	-9	5.3	4	-11	3.7	-7	-18	-7
O=C(CCc1ccccc1)Nc1ccc(N2CCCCC2)cc1	-7	23	-1.5	0	-5	0.3	-3	-2	-22

Three of the entries above in order of the TAAR1 antagonist value, highest first.
SMILES | TAAR1 antagonist
CC(C)CC(C(=O)Nc1oc(-c2ccco2)c(-c2ccco2)c1C#N)N1C(=O)c2ccccc2C1=O (configuration not stated) | 11
O=C(CCc1ccccc1)Nc1ccc(N2CCCCC2)cc1 | -5
COc1ccc(C2CC(c3cccs3)=NN2C(=O)CCC(=O)O)cc1 (configuration not stated) | -24

Continuation:
SMILES	M1 ag	CHO-K1 Ca PAM	V1R ag counter	TAAR1 ag	TAAR1 antagonist	M1 ag parental	OXTR potentiate	CHO parental Ca	CHO-K1 Ca antag
COC(=O)[C@@H](Cc1c[nH]c2ccccc12)NCc1ccc(B(O)O)cc1	-5	4	.	2	3	0.8	.	.	0
CSc1nccc(-c2c(-c3ccc(Cl)cc3)noc2C)n1	-5	13	-0.9	-3	-10	0.4	2	-14	-6
N#C/C(=C\C1=C(N2CCOCC2)C(=C/c2cccc([N+](=O)[O-])c2)/CC1)C(=O)Nc1ccccc1F	-4	23	0.0	0	14	1.3	-2	-4	-11
COc1ccc(N/C(C)=C/C(=O)c2ccccc2)cc1	0	-9	0.2	4	-5	-0.3	1	-11	10
COCCOCCOCCC(=O)NC1CC2CCC1(C)C2(C)C (configuration not stated)	-2	24	0.0	7	0	0.9	1	-12	-22
Cc1nc(SCC(=O)Nc2cc(C)on2)c2c3c(sc2n1)CCCC3	-4	6	-0.1	1	-3	0.5	-2	-14	-14
O=C(Nc1ncc(S(=O)(=O)c2ccc([N+](=O)[O-])cc2)s1)c1ccc2ccccc2c1	-4	19	0.7	5	5	1.7	-13	-6	-14
COc1ccc(C(C(N)=O)c2ncc(C(F)(F)F)cc2Cl)cc1 (configuration not stated)	-4	6	0.2	16	-3	0.9	-5	-7	2
O=C(c1ccco1)N1CCN(Cc2nc3ccccc3[nH]2)CC1	-5	-10	0.2	-2	8	0.1	3	-1	-2
CCC(=O)Nc1ccc(NC(=O)c2oc3ccccc3c2C)cc1	-4	13	1.2	14	-2	1.9	0	-10	-4
O=C(CN1CCSC1=O)N1CCN(S(=O)(=O)c2ccc(F)cc2)CC1	-2	11	.	1	5	1.5	.	.	-6
COc1cccc(C(=O)NNC(=O)Cc2ccc([N+](=O)[O-])cc2)c1	-5	16	1.3	3	7	0.0	-5	-6	-2
CC(C)Sc1nc(NCc2ccco2)c2c3c(sc2n1)COC(C)(C)C3	-3	16	-1.1	13	-3	0.4	-12	-20	-9
Cc1cc(C(=O)CSc2nn3c(=O)c(C(C)(C)C)nnc3s2)c(C)n1C	-2	8	-0.3	-1	-3	0.0	-6	-7	-6
CCC(C)[C@@H]1NC(=O)N(CCCN2CCCC2=O)C1=O (some centres not stated)	-3	7	0.9	0	-14	0.1	-6	5	0
O=C(O)c1ccc2c(c1)C(=O)N(c1ncccn1)C2=O	-4	-8	0.5	2	-6	-0.2	2	-2	7
CCOC(=O)C1(C(=O)OCC)COC(=O)C2(CC)OC21 (configuration not stated)	-2	23	.	0	-22	1.4	.	.	-18
O=C(NCCOc1ccccc1)c1n[nH]c(=O)c2ccccc12	-4	8	0.1	1	7	0.2	-3	-2	-11
CC1CC1C(=O)Nc1nc2ccc(Cl)cc2s1 (configuration not stated)	-5	22	0.3	18	9	3.7	-4	-16	-20
O=C(NCC1CCCO1)c1ccc(Oc2ccc([N+](=O)[O-])cc2)cc1 (configuration not stated)	0	-11	4.6	1	6	3.5	-16	-2	12
COc1cccc(OCC(=O)NCC2CCCO2)c1 (configuration not stated)	-4	-13	0.5	1	-10	-0.1	-4	-8	4
CC1CCc2sc(C(=O)Nc3nnc(SCc4ccc(F)cc4)s3)cc2C1 (configuration not stated)	-3	17	0.0	-2	-15	-0.5	-14	-11	18
CCOC(=O)C1CCCN(C(=O)CSc2nnc3nc(C)cc(C)n23)C1 (configuration not stated)	-1	14	1.1	1	-20	0.0	-1	-13	-16
